Screening data from PubChem.
RNase H inhibition = RNase H inhibition, HIV 1 Gag Pol polyprotein, FRET biochemical assay, screening (AID 372). 100,000 compounds, 0.77% hits. HIV-1 RT RNase H, FRET RNA/DNA substrate fluorescence; higher % means a stronger effect. inhibition, % at 10 µM, or IC50 in µM where a hit was titrated; in the data active = inhibition above about 50%
* marks the source's active call; other numbers are inactive results. This is a subset; count on the stated rates, not on these rows.

SMILES	RNase H inhibition
COC(=O)/C(=C/c1ccccc1)[N+](=O)[O-]	4%
COc1cc(Nc2nc(-c3ccc(S(=O)(=O)N4CCCC4)cc3)cs2)c(OC)cc1Cl	0%
O=C(O)COc1ccccc1C1OC2CCCCC2C2=CCCCC21 (stereo not drawn)	0%
CSc1nc2c(c(=O)n1-c1ccc(C)cc1)C1(CCCCC1)Cc1ccccc1-2	16%
CCOc1ccc(/C=C2\C(=O)NC(=S)N(c3ccc(C)cc3)C2=O)cc1Cl	3%
COc1cc(C(=O)N2CCN(Cc3ccc([N+](=O)[O-])cc3)CC2)cc(OC)c1OC	9%
O=C1NN(c2ccccc2)C(=O)/C1=C\C=C\c1ccccc1	11%
CCOc1cc(Br)c(Br)c(/C=C2/SC(=O)NC2=O)c1O	5%
COc1ccc(CC(=O)Nc2ccc(C)c(Cl)c2)cc1	4%
COc1ccc(NC(NC(=O)c2ccc(Br)cc2)C(Cl)(Cl)Cl)cc1 (stereo not drawn)	20%
O=C1C(=O)N(Cc2cccnc2)C(c2ccc(Cl)cc2)/C1=C(\O)c1ccccc1 (stereo not drawn)	6%
Cc1ccc(SCc2[nH]n(-c3ccccc3)c(=O)c2N=Nc2ccccc2)cc1	8%
COc1ccccc1CNc1ccc([N+](=O)[O-])cn1	13%
CC(=O)Nc1ccc(S(=O)(=O)NNC(=O)c2ccc(-c3ccccc3)cc2)cc1	15%
CCOC(=O)c1c(C)[nH]c(C=Nc2ccccc2)c1O	0%
O=C(CCCOc1ccc(Cl)c(Cl)c1)Nc1cccc2ccccc12	14%
CC(C)CCCC(C)CCOC(=O)CN1CCCC1 (stereo not drawn)	2%
CC(CNC(=O)COc1ccc(Cl)cc1Cl)CN(C)C (stereo not drawn)	5%
COc1ccc(C(=O)Nc2cccc(-c3nc4ncccc4o3)c2C)cc1	3%
C=CCN1C(=O)/C(=C/c2cc(C)n(-c3ccc(CC)cc3)c2C)SC1=S	10%
Cc1c(Cl)cccc1N=Cc1ccc(N(C)C)cc1	15%
Cc1ccc(Cc2cnc(NC(=O)C(c3ccccc3)c3ccccc3)s2)cc1	2%
O=C1CSC(=O)N1c1cccc(O)c1	2%
COc1ccc(/C=C/C(=O)Nc2ccccc2Cl)cc1OC	9%
Fc1cccc(/C=N/N2CCN(Cc3cccc4ccccc34)CC2)c1	8%

Seven compounds drawn at random from those above:
SMILES	RNase H inhibition
O=C1CSC(=O)N1c1cccc(O)c1	2%
Fc1cccc(/C=N/N2CCN(Cc3cccc4ccccc34)CC2)c1	8%
COc1cc(Nc2nc(-c3ccc(S(=O)(=O)N4CCCC4)cc3)cs2)c(OC)cc1Cl	0%
O=C(CCCOc1ccc(Cl)c(Cl)c1)Nc1cccc2ccccc12	14%
CCOc1cc(Br)c(Br)c(/C=C2/SC(=O)NC2=O)c1O	5%
COc1ccc(CC(=O)Nc2ccc(C)c(Cl)c2)cc1	4%
COc1ccc(C(=O)Nc2cccc(-c3nc4ncccc4o3)c2C)cc1	3%

The listing continues:
SMILES	RNase H inhibition
COC(=O)c1ccc(C(=O)OC)c(NC(=O)CN2C(=O)c3ccccc3C2=O)c1	0%
CCCc1cc(=O)oc2c(C)c(OCc3cc4c(cc3Cl)OCO4)ccc12	10%
COc1ccc(CC(=O)Nc2cc(C)cc(C)c2)cc1OC	0%
Cc1cc(C)c(C)c(OCCCCCCS)c1	0%
Fc1cccc(/C=N/n2c(-c3ccc(Cl)cc3)n[nH]c2=S)c1	8%
O=C(Cn1c(NCCCO)nc2ccccc21)c1cccs1	0%
COc1ccc(/C(N)=N/OC(=O)c2cccc(I)c2)cc1	11%
O=C(CCc1ccccc1)ONC(=O)c1ccc(Cl)cc1	0%
O=C(COc1ccccc1[N+](=O)[O-])N/N=C/c1ccc(-c2cccc([N+](=O)[O-])c2)o1	6%
COC(=O)c1ccc(NC(=O)/C=C/c2cccc([N+](=O)[O-])c2)cc1	2%
COc1cccc(NC(=O)c2ccccc2Br)c1	13%
COCc1cc(=O)[nH]c(SCC(=O)Nc2ccc(Br)cc2)n1	1%
CCOc1ccc(N=C2c3ccc([N+](=O)[O-])cc3C(=O)C2C(C)=O)cc1 (stereo not drawn)	6%
COCCCNC(=O)CN(c1ccc(F)cc1)S(=O)(=O)c1ccccc1	5%
CN(C)c1ccc(CNC(=O)C(O)(c2ccc(Cl)cc2)c2ccc(Cl)cc2)cc1	15%
C=CCOc1ccc(/C=C2/C(=O)NC(=S)N(CC=C)C2=O)cc1OC	7%
COC(=O)CN(c1ccc(C)c(Cl)c1)S(=O)(=O)c1ccccc1	25%
O=C(NC(=S)Nc1ccc2nn(-c3ccc(Cl)cc3)nc2c1)c1cccc(Cl)c1	13%
CCOC(=O)c1c(NC(=O)CC2Sc3ccccc3NC2=O)sc(C)c1C (stereo not drawn)	5%
CCOC(=O)C1=C(C)N=c2s/c(=C\c3ccc(O)c(OCC)c3)c(=O)n2C1c1ccccc1 (stereo not drawn)	4%
CC(NC(=O)NC(=O)c1cccc([N+](=O)[O-])c1)C1CC1 (stereo not drawn)	19%
CC(=O)N(C)c1ccc(NC(=O)c2cccc([N+](=O)[O-])c2)cc1	9%
CCCSC1=C(C#N)C(c2cccs2)C(C(=O)Nc2ccccc2)=C(C)N1 (stereo not drawn)	10%
S=c1[nH]nc(-c2ccccc2Br)n1C1CCCCC1	1%
CNC(=S)N(Cc1ccc(OC)cc1)C1CC(=O)N(c2ccc(OC)cc2)C1=O (stereo not drawn)	1%

(next part)
SMILES	RNase H inhibition
O=C(CSc1ccccn1)Nc1ccc([N+](=O)[O-])cc1	5%
Cc1ccc(S(=O)(=O)N2C=Cc3ccccc3C2C#N)cc1 (stereo not drawn)	7%
CCc1c(C)sc(NC(=O)c2ccc(F)cc2)c1C(N)=O	20%
O=C(COc1ccc(I)cc1)N/N=C/c1ccccc1Br	21%
Cc1cccc(C(C)C)c1-n1nnnc1-c1ccccc1	10%
O=C1OC(c2ccccc2F)=N/C1=C\c1cccc(I)c1	9%
O=C1C2=C(NC3=C(C(=O)c4ccccc43)C23C(=O)Nc2ccccc23)c2ccccc21	3%
COc1cccc(OC)c1C(=O)N1CCN(C(=O)c2ccccc2F)CC1	11%
COc1ccc(-c2cc(C(F)(F)F)n3ncc(C(=O)Nc4ccc5c(c4)OCO5)c3n2)cc1OC	1%
Cc1cc(C(=O)Nc2cc(-c3nc4ccccc4s3)ccc2Cl)ccc1[N+](=O)[O-]	52%*
CC1=C(C(=O)OCC2CCCO2)C(c2cccc(O)c2)NC(=O)N1 (stereo not drawn)	16%
CCc1ccc2c(c1)C(O)(CC(=O)c1ccc(Br)cc1)C(=O)N2 (stereo not drawn)	9%
O=C(Nc1cccc(Cl)c1)c1ccc(Br)c(S(=O)(=O)N2CCOCC2)c1	10%
COc1cc(OC)cc(C(=O)N2CCN(C(=O)COc3ccc(Cl)cc3)CC2)c1	0%
COC(=O)COc1ccc(/C=C2\C(=O)NC(=O)N(c3ccc(Br)cc3)C2=O)cc1OC	4%
COc1ccc(N2C(=O)/C(=C/c3cc([N+](=O)[O-])c(OC)cc3OC)C(=O)NC2=S)cc1	18%
CCOc1ccc(NC(=O)CN(c2ccc(Br)cc2)S(C)(=O)=O)cc1	14%
Cc1cc(NC(=O)c2ccc(-c3ccccc3)cc2)ccc1NC(=O)c1ccco1	10%
O=C(/C=C/c1ccccc1)Nc1ccc(Cl)c(-c2nc3ncccc3o2)c1	6%
Cc1nc2ncccn2c1-c1csc(Nc2ccc([N+](=O)[O-])cc2)n1	0%
Cc1cc(C)c(C(N)=O)c(Nc2cc(Cl)ccc2Cl)n1	10%
Cc1c(Cl)cccc1N1C(=O)CC(Sc2nc3ccccc3s2)C1=O (stereo not drawn)	4%
Cc1ccsc1/C=N/OC(=O)c1nn(C)cc1Br	5%
COc1ccc(C2/C(=C(/O)c3ccccc3)C(=O)C(=O)N2CCC(=O)O)c(OC)c1 (stereo not drawn)	9%
CCOC(=O)C1=C(O)/C(=C\c2ccc(OCC)cc2)N=C1C	4%

Exported as a markdown table: part of the list above.
| SMILES | RNase H inhibition |
| --- | --- |
| Cc1cccc(C(C)C)c1-n1nnnc1-c1ccccc1 | 10% |
| COc1ccc(C2/C(=C(/O)c3ccccc3)C(=O)C(=O)N2CCC(=O)O)c(OC)c1 (stereo not drawn) | 9% |
| O=C(CSc1ccccn1)Nc1ccc([N+](=O)[O-])cc1 | 5% |
| O=C1OC(c2ccccc2F)=N/C1=C\c1cccc(I)c1 | 9% |

Going on with the list:
SMILES	RNase H inhibition
CCc1ccc(NC2=C(Cl)C(=O)N(c3cccc(Cl)c3)C2=O)cc1	8%
N/C(=N\OC(=O)c1ccc(F)cc1)c1ccc(Br)cc1	9%
COc1cccc(/C=N/NC(=O)c2cc(C)[nH]n2)c1OC	11%
CCCCCCOc1ccc(/C=C2/C(=O)ON=C2c2ccccc2)cc1	20%
CCOC(=O)N1CCN(C(=O)/C(=C/c2cccc([N+](=O)[O-])c2)NC(=O)c2ccccc2)CC1	11%
COCCOCP(C)(=O)COCCOC	0%
CC1=C(C(=O)OCc2ccccc2)C(c2ccc(N(C)C)cc2)C2=C(CCCC2=O)N1 (stereo not drawn)	13%
Cc1cc2nc(-c3cc(NC(=O)c4cccc([N+](=O)[O-])c4)ccc3O)oc2cc1C	17%
Cc1cc(C)c2c(NCSCc3ccccc3)c(C#N)sc2n1	12%
Cc1cc(C)c(S(=O)(=O)N2CCc3ccccc3C2)c(C)c1	0%
Cc1ccc(C(=O)Nc2ccc(NC(=O)c3ccc(Br)cc3)cc2)cc1	1%
CCc1ccccc1OCCCCCCNCCO	0%
Clc1ccc(-c2noc(-c3ccc(Cl)cc3Cl)n2)cc1	3%
COc1ccc(NC(=O)c2cccnc2)c(OC)c1	0%
Cc1ccc(CN2CCN(C(=O)c3cccc(F)c3)CC2)cc1	2%
O=C(Nc1cccc2nsnc12)c1cccc(OCc2ccccc2)c1	14%
COc1ccc(OC)c(NC(=O)c2ccc(OCC(C)C)cc2)c1	9%
O=C1N(c2ccccc2)C(c2ccc(Cl)cc2)N2CCCN12 (stereo not drawn)	3%
CS(=O)(=O)N(CC(=O)Nc1cc(Cl)cc(Cl)c1)c1ccc(Cl)cc1	8%
O=C(N/N=C/c1cccc(Cl)c1Cl)c1ccc(-c2ccccc2)cc1	0%
O=c1[nH]c(NCCO)nc2ncn(Cc3ccccc3)c12	2%
COc1ccc(-c2nnc3sc(-c4ccc(F)cc4)nn23)cc1	0%
CC(=O)NC1C(O)CC2C3CC=C4CC(O)CCC4(C)C3CCC21C (stereo not drawn)	0%
O=C(/C=C/Nc1ccccc1Br)c1ccccc1	4%
Cc1ccc(OCC(=O)NC(=S)Nc2ccc(Cl)cc2Cl)cc1	6%

Going on with the list.
SMILES	RNase H inhibition
c1ccc(COc2ccc(C3Nc4cccc5cccc(c45)N3)cc2)cc1	19%
O=C(COc1ccccc1[N+](=O)[O-])Nc1ccc2oc(-c3cc(Br)ccc3Cl)nc2c1	49%
CCCOC(=O)CSc1nc(C)cc(C)c1C#N	10%
CCc1cc2c(=O)c(-c3nc4ccccc4s3)c(C)oc2cc1OC(C)=O	3%
Cc1cc(/C=C2/SC(=S)NC2=O)c(C)n1-c1ccc(Br)cc1	17%
Cc1ccc(CNC(=O)CN2C(=O)c3ccccc3C2=O)cc1	8%
CCOC(=O)c1c(C)n(C)c2ccc(OC(C)C(=O)O)cc12 (stereo not drawn)	14%
CCOc1cccc(N2C(=O)NC(=O)/C(=C\c3ccc(-c4ccc(C(=O)O)c(Cl)c4)o3)C2=O)c1	13%
Cc1ccc(-n2[nH]c(C)c(C=Nc3ccc(S(=O)(=O)N(C)C)cc3)c2=O)cc1	0%
CCn1c(C)c(C(C)=O)c(SC)nc1=S	7%
O=C(/C=C/c1cccc(C(F)(F)F)c1)Nc1cccc(Br)c1	6%
O=C(Nc1ccc(Br)c(Cl)c1)c1ccccc1Cl	15%
CC(=O)Nc1ccc(Nc2nc3ccccc3nc2NS(=O)(=O)c2ccc(Cl)cc2)cc1	0%
CCOC(=O)c1c(NC(=O)c2cncc(Br)c2)sc2c1CCC2	4%
FC(F)(F)c1ccccc1C1CC(c2cccs2)=NN1c1ccccc1 (stereo not drawn)	10%
O=C(Nc1ccccc1C#Cc1ccccc1NC(=O)c1ccco1)c1ccco1	0%
CCOc1ccc(/C=C2\SC(=S)N(CC(=O)NC34CC5CC(CC(C5)C3)C4)C2=O)cc1	2%
Cc1nc2ccccn2c1C(=O)NC1CCCCC1	12%
O=C(Cn1c(NCCO)nc2ccccc21)c1ccc(Br)cc1	3%
Cn1/c(=N/N=C/c2cc(Br)ccc2O)sc2ccccc21	0%
Cc1cc(F)ccc1NCc1ccncc1	8%
CC(=O)C1=C(C)NC(SCC(=O)c2ccc([N+](=O)[O-])cc2)=C(C#N)C1c1ccccc1 (stereo not drawn)	25%
CCCOc1ccc(-c2ccc(-c3nc(-c4cc(OC)c(OC)c(OC)c4)no3)cc2)cc1	11%
CCOc1ccccc1C=Nn1c(-c2ccc(Cl)cc2Cl)n[nH]c1=S	15%
CCOC(=O)CCNC(=O)c1ccccc1Br	8%

Some of the entries so far, with bars between the fields:
mol | RNase H inhibition
Fc1cccc(/C=N/n2c(-c3ccc(Cl)cc3)n[nH]c2=S)c1 | 8%
N/C(=N\OC(=O)c1ccc(F)cc1)c1ccc(Br)cc1 | 9%

Later entries.
SMILES	RNase H inhibition
CN1CCC(=NNC(=O)C(=O)Nc2cccc3ccccc23)CC1	1%
COc1ccc(C(=O)NC2CC(C)(C)NC(C)(C)C2)cc1OC	6%
Cc1cccc(N2CCN(CC3=CC[C@H]4C[C@@H]3C4(C)C)CC2)c1C	4%
COc1ccc(/C=C2\SC(=O)N(CCc3nnc(N)s3)C2=O)cc1	0%
CCCCOc1ccc(NC(=O)c2cncc(Br)c2)cc1	5%
CCCCSc1nc2c(c(=O)n1-c1ccccc1)C(C)(C)Cc1ccccc1-2	0%
Cc1ccc(C(=O)Nc2ccc(I)cc2)cc1	7%
Cc1cc(C)c(C(=O)Cc2ccccc2)c(=O)[nH]1	15%
